GLS inhibitor = inhibitors of human glutaminase (GLS). O94925. GLS enzymatic activity, qHTS titration. Potency, µM (titrated, usually from 45.5 µM), inactives show at the top dose activity change, negative = inhibition, usual class: inhibitors. actives 0.21% (n = 410,000). AID 624170; further: potency means the concentration at half of the fitted maximal effect; on the % scale 0 is the no-effect control and ±100 the full control effect
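Compounds were pin-transferred onto hKGA, after which L-glutamine (1 mM solution) and a detection mix of glutamate oxidase, HRP and Amplex Red were added. Initial and 30 min RT fluorescence reads were collected.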
Pin1 inh = human Pin1 inhibition; Potency, µM (series often up to 115 µM), for the others: at the highest dose activity, negative = inhibition, actives largely listed as inhibitors; Q13526; actives 0.009% (n = 390,000); Pin1 FP peptide displacement, HiFluor488, 10 min; AID 504891; active means well fitted inhibition curve with a large enough effect in the polarisation, with a control signal flat, not every such curve was filed as active; inconclusive means small, poorly fitted or top-dose-only effect, or effect the other way, or a change in a side signal; inactive means no such curve, though single readings can be large or run the other way; the % refers to the polarisation; further: potency means the concentration at half of the fitted maximal effect; on the % scale 0 is the no-effect control and ±100 the full control effect
TrxR1 inh = inhibitors of rat thioredoxin reductase 1; O89049; recombinant rTrxR1, NADPH fluorescence consumption, selenite substrate; Potency, µM (top dose mostly 114 µM), for inactives: at the highest dose activity change, negative = inhibition, usual class: inhibitors; actives 1% (n = 390,000); further: potency means the concentration at half of the fitted maximal effect; on the % scale 0 is the no-effect control and ±100 the full control effect; nearly all actives have a fitted effect of over 65% in size
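Rat TrxR1 (90 nM in the dispensed reagent) was pre-reduced with 400 uM NADPH for 5 min at room temperature, then incubated with compound for 15 min. After 400 uM selenite was added, NADPH fluorescence (Ex 340/Em 450 nm) was followed for 8 min.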
IDH1 R132H inh = human IDH1 R132H inhibition | O75874 | IDH1-R132H enzyme, NADPH consumption, diaphorase/resazurin fluorescence | Potency, µM (doses to about 76.6 µM), for inactives: at the highest dose activity change, negative = inhibition, hits mostly inhibitors | actives 0.093% (n = 390,000); further: potency means the concentration at half of the fitted maximal effect; on the % scale 0 is the no-effect control and ±100 the full control effect; nearly all actives have a fitted effect of over 65% in size
Target sequence (O75874 whole entry R132H, stated change not applied): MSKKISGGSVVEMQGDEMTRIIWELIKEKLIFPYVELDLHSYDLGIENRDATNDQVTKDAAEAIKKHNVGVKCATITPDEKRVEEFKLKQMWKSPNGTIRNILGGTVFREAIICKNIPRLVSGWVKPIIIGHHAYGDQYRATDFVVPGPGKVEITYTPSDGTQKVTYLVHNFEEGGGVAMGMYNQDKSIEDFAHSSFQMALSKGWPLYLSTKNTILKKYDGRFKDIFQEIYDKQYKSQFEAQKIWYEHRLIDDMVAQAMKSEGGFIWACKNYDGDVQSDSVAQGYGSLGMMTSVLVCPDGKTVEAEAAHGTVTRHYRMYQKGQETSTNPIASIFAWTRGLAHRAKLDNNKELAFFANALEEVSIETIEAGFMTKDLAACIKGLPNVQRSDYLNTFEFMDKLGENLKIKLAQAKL
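IDH1-R132H (0.5 ug/mL) preincubated 30 min with compound, then NADPH (0.016 mM) and alpha-KG (2 mM) added; 80 min at RT, pH 7.5. Remaining NADPH coupled via diaphorase/resazurin to fluorescence (540/590 nm); concentration-response curves normalized to no-enzyme control.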
TrxR1 substrate = substrates of rat thioredoxin reductase 1; O89049; purified TrxR1 substrate turnover, NADPH consumption readout; Potency, µM (series often up to 114 µM), inactives show top-dose activity change, negative = substrate turnover; actives 0.01% (n = 390,000); further: potency means the concentration at half of the fitted maximal effect; on the % scale 0 is the no-effect control and ±100 the full control effect; nearly all actives have a fitted effect of over 50% in size
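Rat TrxR1, dispensed at 90 nM, was prereduced with 400 uM NADPH (final) for 5 min at ~22 deg C, then incubated with compound 15 min before 400 uM selenite. A first-read NADPH fluorescence drop versus no-compound background flagged substrates.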
USP1 inh = inhibitors of human USP1/UAF1 deubiquitinase; O94782; recombinant USP1/UAF1, Ub-Rhodamine cleavage fluorescence; Potency, µM (titrated, usually from 57.1 µM), for the others: at the highest dose activity change, negative = inhibition, actives largely listed as inhibitors; actives 0.23% (n = 390,000); AID 743255; further: potency means the concentration at half of the fitted maximal effect; on the % scale 0 is the no-effect control and ±100 the full control effect; nearly all actives have a fitted effect of over 60% in size; inactives centre near -12
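USP1/UAF1 complex (1 nM) preincubated 15 min at room temperature with compound, then Ub-Rho substrate (150 nM final) added. Kinetic fluorescence at 480/540 nm over 6 reads at 60 s intervals; 50 mM HEPES pH 7.8, 0.5 mM EDTA, 0.1 mg/ml BSA, 1 mM TCEP, 0.01% Tween-20.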
PGK inhibitor = T. brucei PGK inhibition. P07378. PGK/GAPDH coupled, Kinase-Glo luminescence, 60 min. Potency, µM (top dose mostly 57.5 µM), for the others: top-dose activity change, negative = inhibition, hits mostly inhibitors. actives 0.043% (n = 380,000). AID 602233; further: potency means the concentration at half of the fitted maximal effect; on the % scale 0 is the no-effect control and ±100 the full control effect; nearly all actives have a fitted effect of over 60% in size
Target sequence (P07378 whole entry, looked up): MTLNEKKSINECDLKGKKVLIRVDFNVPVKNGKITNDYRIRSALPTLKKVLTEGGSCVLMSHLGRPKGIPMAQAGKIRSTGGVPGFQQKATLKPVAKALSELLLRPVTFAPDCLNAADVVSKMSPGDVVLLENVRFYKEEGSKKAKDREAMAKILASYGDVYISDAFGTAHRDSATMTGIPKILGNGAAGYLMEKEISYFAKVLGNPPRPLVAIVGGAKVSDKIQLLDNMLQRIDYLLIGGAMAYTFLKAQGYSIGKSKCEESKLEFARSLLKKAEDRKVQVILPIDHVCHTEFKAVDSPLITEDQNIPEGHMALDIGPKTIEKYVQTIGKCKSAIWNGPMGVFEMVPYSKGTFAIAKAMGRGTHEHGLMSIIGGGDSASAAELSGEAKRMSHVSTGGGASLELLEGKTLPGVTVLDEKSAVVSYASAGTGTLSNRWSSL
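Recombinant glycosomal PGK reaction used 1,3-bisphosphoglycerate generated in-well by GAPDH (100nM final) in 100mM TEA pH 7.6, 5mM MgCl2, 0.01% Tween-20. After 60 minutes at room temperature, ATP was read by Kinase-Glo Plus luminescence end-point.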
PI4K2A block = blocks human PI4K2A kinase activity | purified PI4K2A, ADP-Glo luminescence, 1 h; stronger effect = lower value | Q9BTU6 | activity change, negative = inhibition, % at 76.9 µM | AID 1346378 | actives 0.13% (n = 420,000); in the data active means activity change below about -50%; inconclusive means mostly about -30% to -49%;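 further: -100% = wells without enzyme as full effect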
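In this quantitative HTS, ADP production by PI4K2A was quantified luminescently after 1 h at ambient temperature; 100 microM adenosine served as plate-quality control.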
HP1b chromo inh = blocks HP1-beta chromodomain binding to methylated histone tails; AlphaScreen HP1-beta / biotin-H3K9me3 peptide binding; Potency, µM (highest dose often 114 µM), inactives show at the top dose activity change, negative = inhibition, actives largely listed as inhibitors; P83916; AID 540317; actives 0.56% (n = 390,000); further: potency means the concentration at half of the fitted maximal effect; nearly all actives have a fitted effect of over 70% in size; inactives centre near 23
Target sequence (P83916 whole entry, looked up): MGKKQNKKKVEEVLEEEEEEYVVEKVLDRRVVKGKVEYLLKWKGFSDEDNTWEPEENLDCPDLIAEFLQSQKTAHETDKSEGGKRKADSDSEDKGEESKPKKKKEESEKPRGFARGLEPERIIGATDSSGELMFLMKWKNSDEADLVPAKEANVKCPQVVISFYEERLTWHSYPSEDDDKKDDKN
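AlphaScreen: HP1-beta (50 nM) preformed 30 min with biotin-H3(1-18)K9me3 peptide (50 nM) in PBS pH 7.4, 0.01% Tween-20. Compound added for 30 min at RT, then streptavidin donor/nickel chelate acceptor beads (10 ug/mL) for 30 min.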
* = called active by the depositor; & = joins results of further samples; [ ] = dose if it differs, or a comment. Unless noted, the call rests on the fitted dose curve; in most records, active means well fitted curve in the direction sought with a large enough effect; inconclusive means small, poorly fitted or top-dose-only effect, or another doubt; inactive means no such curve, though single readings can be large; an effect the other way counts as inactive or inconclusive. These rows are one share of the data; the hit share may differ from the screen's.

`CCn1c(O)c(C=NCCN2CCOCC2)sc1=S` gave GLS inhibitor 30.2%[activator], Pin1 inh -0.9%, TrxR1 inh -3.7%, IDH1 R132H inh 0.3%, TrxR1 substrate -4.2%, USP1 inh -18.8%, PGK inhibitor -1.5%, PI4K2A block 3.9 and HP1b chromo inh 16.8%.
Screening Cc1ccccc1NC(=O)c1cc(S(=O)(=O)N2CCCCC2)ccc1N1CCOCC1 returned GLS inhibitor 0.6%, IDH1 R132H inh -1.8%, USP1 inh -17.3%, PGK inhibitor -0.8% and PI4K2A block -0.2.
Screening Oc1ccc(/C=N/N(c2ccccc2)c2ccccc2)cc1O returned GLS inhibitor 38.8%[activator], Pin1 inh -19.3%, TrxR1 inh 8.3%, IDH1 R132H inh -5.6%, TrxR1 substrate -2.0%, USP1 inh -23.3%, PGK inhibitor -6.9%, PI4K2A block -4.0 and HP1b chromo inh inconclusive.
For O=c1[nH]cnc(O)c1C(c1ccc([N+](=O)[O-])cc1)c1c(O)nc[nH]c1=O the results were GLS inhibitor 3.8%, Pin1 inh 0.2%, TrxR1 inh 39.7%[2.29 µM], IDH1 R132H inh 3.2%, TrxR1 substrate 6.3%, USP1 inh -11.5%, PGK inhibitor -6.5%, PI4K2A block -8.3 and HP1b chromo inh 6.3%.
Screening CN(Cc1nccn1C)C(=O)CC1C(=O)NCCN1Cc1cccc(Oc2ccccc2)c1 (stereo unspecified) returned GLS inhibitor -12.0%, Pin1 inh -9.0%, TrxR1 inh -7.8%, IDH1 R132H inh 3.5%, TrxR1 substrate -5.5%, USP1 inh -10.7%, PGK inhibitor -8.0%, PI4K2A block 7.0 and HP1b chromo inh 5.0%.
O=C(CSc1nnc(-c2ccco2)o1)c1ccccc1 was read as GLS inhibitor 8.4%, Pin1 inh 14.8%, TrxR1 inh inconclusive, IDH1 R132H inh 3.5%, TrxR1 substrate 4.6%, USP1 inh -2.1%, PGK inhibitor -2.5%, PI4K2A block -4.4 and HP1b chromo inh -8.9%.
`COc1cc(NC(=O)c2ccccc2F)c(OC)cc1NC(=O)CN1CCOCC1` gave GLS inhibitor -17.8%, Pin1 inh -1.8%, TrxR1 inh 25.6%[57.1 µM], IDH1 R132H inh 4.5%, TrxR1 substrate 4.8%[57.1 µM], USP1 inh -8.5%, PGK inhibitor -9.3%, PI4K2A block 2.7 and HP1b chromo inh 19.0%.
For COc1ccc(OC)c(NC(=S)N2CCN(C/C=C/c3ccccc3)CC2)c1 the results were GLS inhibitor 2.7%, Pin1 inh -7.9%, TrxR1 inh -16.0%, IDH1 R132H inh 7.8%, TrxR1 substrate -2.4%, USP1 inh -19.5%, PGK inhibitor -15.6%, PI4K2A block -3.0 and HP1b chromo inh inconclusive.
Screening OCCC1CN(CC#Cc2ccccc2)CCN1C1CCCC1 (stereo unspecified) returned GLS inhibitor 1.3%, Pin1 inh 5.6%, TrxR1 inh 15.3%, IDH1 R132H inh -3.1%, TrxR1 substrate 10.3%, USP1 inh -10.0%, PGK inhibitor -9.8%, PI4K2A block -0.8 and HP1b chromo inh 10.8%.
Cc1ccc(OCC(=O)NNC(=O)c2cc(S(=O)(=O)N(C)C)ccc2N2CCCC2)cc1 was read as GLS inhibitor 1.0%, IDH1 R132H inh 9.1%, USP1 inh -14.1%, PGK inhibitor -4.1% and PI4K2A block 4.0.
COc1cc(C(=O)Nc2cccc(S(=O)(=O)N3CCCC3)c2)c([N+](=O)[O-])cc1OC was read as GLS inhibitor 21.5%, Pin1 inh 6.5%, TrxR1 inh 4.3%, IDH1 R132H inh 10.6%, TrxR1 substrate -7.7%, USP1 inh -6.7%, PGK inhibitor -1.2%, PI4K2A block -7.3 and HP1b chromo inh -11.2%.
For C[N+]1=C2CCCCCN2C(O)(c2ccccc2)C1 (stereo unspecified) the results were GLS inhibitor -7.0%, Pin1 inh -9.9%, TrxR1 inh 13.8%, IDH1 R132H inh 3.2%, TrxR1 substrate 11.3%, USP1 inh -2.8%, PGK inhibitor -2.8%, PI4K2A block -1.0 and HP1b chromo inh 10.9%.
Screening COc1ccc(C(=O)COC(=O)CCCn2c(=O)oc3ccccc32)cc1 returned GLS inhibitor 1.6%, Pin1 inh -3.2%, TrxR1 inh -8.3%, IDH1 R132H inh 2.1%, TrxR1 substrate -2.3%, USP1 inh -9.4%, PGK inhibitor -0.1%, PI4K2A block -1.5 and HP1b chromo inh 63.9%[activator].
For O=C(O)CCc1ccc(-c2ccc(Cl)cc2)o1 the results were GLS inhibitor -0.8%, Pin1 inh 5.1%, TrxR1 inh 17.8µM*, IDH1 R132H inh -5.3%, TrxR1 substrate 7.0%, USP1 inh -7.7%, PGK inhibitor -1.8%, PI4K2A block -2.4 and HP1b chromo inh -23.2%.
COc1ccccc1CNC(=O)CSc1ccc(C(=O)Nc2ccccc2OC)cc1[N+](=O)[O-] was read as GLS inhibitor -2.3%, Pin1 inh 0.0%, TrxR1 inh -7.6%, IDH1 R132H inh 1.4%, TrxR1 substrate -0.7%, USP1 inh -8.1%, PGK inhibitor -8.7%, PI4K2A block -2.1 and HP1b chromo inh 13.4%.
`CC(=O)Nc1ccc(S(=O)(=O)N(C2=NCC(C)S2)c2ccccc2)cc1` (stereo unspecified) gave GLS inhibitor -3.7%, Pin1 inh -8.8%, TrxR1 inh 7.1%, IDH1 R132H inh 9.6%, TrxR1 substrate -7.3%[57.1 µM], USP1 inh -14.1%, PGK inhibitor inactive, PI4K2A block -3.4 and HP1b chromo inh 16.0%.
Cc1sc(NC(=O)CSc2nnnn2C(C)C)c(C#N)c1C was read as GLS inhibitor -4.6%, Pin1 inh 2.6%, TrxR1 inh 13.5%, IDH1 R132H inh 8.4%, TrxR1 substrate 3.0%, USP1 inh -17.1%, PGK inhibitor 8.6%, PI4K2A block 0.0 and HP1b chromo inh 8.0%.
COC(=O)c1cn(NC(=O)c2cccc(N(C)C)c2)c(=O)c2ccccc12 was read as GLS inhibitor 65.9%[activator], Pin1 inh 1.7%, TrxR1 inh 31.5%[57.1 µM], IDH1 R132H inh 11.2%, TrxR1 substrate 14.4%[57.1 µM], USP1 inh -2.4%, PGK inhibitor 0.7%, PI4K2A block 1.6 and HP1b chromo inh -10.1%.
For COc1cccc(CNC(=O)Cn2cc3c(n2)CCCC3)c1 the results were GLS inhibitor 4.7%, Pin1 inh -2.0%, TrxR1 inh 23.9%, IDH1 R132H inh 1.2%, TrxR1 substrate 9.9%, USP1 inh -20.8%, PGK inhibitor -11.7%, PI4K2A block -2.4 and HP1b chromo inh 40.7%[activator].
For Cc1ccc(NC(=O)C(C)OC(=O)COc2cccc(C(F)(F)F)c2)cc1S(=O)(=O)N1CCOCC1 (stereo unspecified) the results were GLS inhibitor 2.3%, Pin1 inh inconclusive, TrxR1 inh -6.4%, IDH1 R132H inh -6.6%, TrxR1 substrate -17.0%, USP1 inh -5.8%, PGK inhibitor 10.8%, PI4K2A block 0.8 and HP1b chromo inh 26.5%.
Screening CC1(C)CC(=O)CC(=NCC(=O)O)C1 returned GLS inhibitor 5.8%, Pin1 inh -6.9%, TrxR1 inh 31.7%, IDH1 R132H inh 8.8%, TrxR1 substrate 18.1%, USP1 inh -3.1%, PGK inhibitor -9.6%, PI4K2A block -5.2 and HP1b chromo inh -6.2%.
`Cc1ccc(S(=O)(=O)CC(=O)Nc2sc3c(c2C(N)=O)CCCC3)cc1` gave GLS inhibitor -2.6%, Pin1 inh 2.7%, TrxR1 inh 0.7%[57.1 µM], IDH1 R132H inh 7.9%, TrxR1 substrate -3.5%[57.1 µM], USP1 inh -14.5%, PGK inhibitor -3.0%, PI4K2A block -0.2 and HP1b chromo inh 31.7%.
For CSc1ccc(-c2sc(Nc3cccc4ccccc34)n[n+]2-c2ccccc2)cc1 the results were GLS inhibitor 1.1%, Pin1 inh 0.6%, TrxR1 inh 14.6%, IDH1 R132H inh 12.1%, TrxR1 substrate -5.4%, USP1 inh inconclusive, PGK inhibitor inactive, PI4K2A block -15.7 and HP1b chromo inh 13.2%.
Screening Cn1cc(SCC(=O)NC2CCCCC2)c2ccccc21 returned GLS inhibitor -4.2%, Pin1 inh -2.2%, TrxR1 inh 8.4%, IDH1 R132H inh 7.3%, TrxR1 substrate -0.7%, USP1 inh -17.7%, PGK inhibitor inactive, PI4K2A block -6.0 and HP1b chromo inh 40.3%[activator].
`Cc1onc(-c2c(F)cccc2Cl)c1C(O)c1ccc(F)cc1` (stereo unspecified) gave GLS inhibitor -9.6%, Pin1 inh 12.3%, TrxR1 inh 8.1%[57.1 µM], IDH1 R132H inh 3.0%, TrxR1 substrate 10.3%[57.1 µM], USP1 inh -10.5%, PGK inhibitor -4.1%, PI4K2A block 1.0 and HP1b chromo inh 22.4%.
COc1ccc(CNC(=O)CCn2nc(C)c3c(C)n(-c4ccccc4)nc3c2=O)c(OC)c1 was read as GLS inhibitor -3.2%&-1.0%, Pin1 inh 0.4%&-0.2%, TrxR1 inh 20.6%&7.1%, IDH1 R132H inh -11.4%&-9.6%, TrxR1 substrate -3.5%&0.9%, USP1 inh -12.1%&-9.2%, PGK inhibitor -5.6%&-1.2%, PI4K2A block 0.7&-2.8 and HP1b chromo inh 48.2%&-11.0%[activator].
For COc1ccc(C(=O)NC(=S)NCc2ccccc2)cc1 the results were GLS inhibitor -6.2%, Pin1 inh -6.2%, TrxR1 inh 22.4µM*, IDH1 R132H inh 0.2%, TrxR1 substrate -7.7%, USP1 inh -23.3%, PGK inhibitor inactive, PI4K2A block 6.1 and HP1b chromo inh 5.5%.

Screening results: PubChem BioAssay, National Center for Advancing Translational Sciences (NCATS)
